Compound activity: PubChem BioAssay, several laboratories
BoNT-A LC inh2 – inhibitors of Botulinum neurotoxin A light chain protease. multiplex microsphere protease substrate cleavage, flow cytometry. inhibition, % at 10 µM. actives 0.17% (n = 360,000). AID 588499; further: plate controls were buffer without enzyme for full effect and enzyme alone for no effect
PfHsp40 rescue – rescue of PfHsp40-mediated yeast toxicity; S. cerevisiae expressing PfHsp40, growth rescue, ATP luminescence; growth rescue, % at 12.5 µM; actives 0.68% (n = 340,000); AID 504582; in the data active means growth rescue above about 28%, passing the limit was not always enough; inconclusive means no clear call, values can overlap the other calls;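 further: yeast W303a lacking pdr1 and pdr3 grown in galactose medium; growth measured after three days at 30 °C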
CCHFV vOTU inh – CCHFV vOTU protease inhibition | Pep-AMC fluorescence | inhibition, % at 11.5 µM | actives 0.55% (n = 370,000); in the data active means inhibition above about 30%; further: 0% = vehicle wells with enzyme and 100% = no enzyme wells
Anthrax LF prot – anthrax lethal factor protease inhibition. P15917. inhibition, % at 10 µM. multiplex microsphere protease cleavage assay, LF. actives 0.12% (n = 360,000); further: plate controls were buffer without enzyme for full effect and enzyme alone for no effect
Target sequence (P15917 whole entry, looked up): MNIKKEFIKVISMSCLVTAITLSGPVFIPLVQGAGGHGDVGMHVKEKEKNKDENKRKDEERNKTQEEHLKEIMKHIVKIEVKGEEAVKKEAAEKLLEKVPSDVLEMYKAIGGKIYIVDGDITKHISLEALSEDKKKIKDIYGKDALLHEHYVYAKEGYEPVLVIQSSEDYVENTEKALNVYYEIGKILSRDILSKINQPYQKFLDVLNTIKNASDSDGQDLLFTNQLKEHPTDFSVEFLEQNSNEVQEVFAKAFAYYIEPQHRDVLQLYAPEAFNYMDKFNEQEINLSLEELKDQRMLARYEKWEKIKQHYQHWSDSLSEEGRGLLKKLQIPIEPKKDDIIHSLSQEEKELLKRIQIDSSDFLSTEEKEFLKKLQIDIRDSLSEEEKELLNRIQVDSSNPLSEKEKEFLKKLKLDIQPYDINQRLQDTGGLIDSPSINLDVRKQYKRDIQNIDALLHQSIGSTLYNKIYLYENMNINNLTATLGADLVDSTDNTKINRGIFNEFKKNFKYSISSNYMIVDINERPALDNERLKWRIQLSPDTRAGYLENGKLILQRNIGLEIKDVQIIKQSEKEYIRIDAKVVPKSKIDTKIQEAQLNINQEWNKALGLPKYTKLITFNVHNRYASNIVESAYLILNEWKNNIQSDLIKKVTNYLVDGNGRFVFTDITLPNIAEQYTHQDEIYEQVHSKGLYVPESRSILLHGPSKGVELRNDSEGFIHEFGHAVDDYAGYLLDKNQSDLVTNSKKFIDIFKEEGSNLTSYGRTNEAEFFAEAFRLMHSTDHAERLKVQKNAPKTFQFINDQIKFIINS
BoNT-F LC inh – BoNT F light chain protease inhibition | actives 0.22% (n = 360,000) | Multiplex microsphere protease cleavage assay, flow cytometry | inhibition, % at 10 µM; in the data active means inhibition above about 35%, passing the limit was not always enough; inconclusive means no clear call, values can overlap the other calls; further: plate controls were buffer without enzyme for full effect and enzyme alone for no effect
Yp Topo-I inh – blocks Yersinia pestis topoisomerase I activity | activity, % at 10 µM | actives 0.064% (n = 360,000) | Y. pestis Topo-I cleavage product accumulation, plate reader; in the data active means activity above about 50%, passing the limit was not always enough; inconclusive means no clear call, values can overlap the other calls; further: inactives centre near 2
TcdB GH inh – TcdB glycohydrolase inhibition. inhibition, % at 9.99 µM. TcdB glycohydrolase enzymatic assay, plate reader. AID 652162. actives 0.24% (n = 350,000); in the data active means inhibition above about 10%
FadD28 FP inh – M. tuberculosis FadD28 bisubstrate binding inhibition; FadD28 bisubstrate probe binding, fluorescence polarization; inhibition, % at 12.5 µM; actives 0.22% (n = 360,000); in the data active means inhibition above about 8.5%, passing the limit was not always enough; inconclusive means no clear call, values can overlap the other calls
PrPC TRFRET – reduces human prion protein on the cell surface | P04156 | cell surface PrPC, TR-FRET read-out | inhibition, % at 13.8 µM | actives 0.43% (n = 370,000) | AID 720596; in the data active means inhibition above about 24%; further: 0% = median of the test wells and 100% = reference compound wells
An asterisk follows results filed as active; ? = inconclusive; . = not tested or not shown. Unless noted, no stated cut-off is given here; in the data, active means inhibition above about 30%; inconclusive means no clear call, values can overlap the other calls; inactive means below that.

compound	BoNT-A LC inh2	PfHsp40 rescue	CCHFV vOTU inh	Anthrax LF prot	BoNT-F LC inh	Yp Topo-I inh	TcdB GH inh	FadD28 FP inh	PrPC TRFRET
COc1ccc(/C=C\c2nc(=O)c3ccccc3o2)cc1	-0.7	1.7	10	-2	-1	3	0.5	-3.0	-13
COc1ccc(C)cc1N(CC(=O)N1CCCCCC1)S(=O)(=O)c1ccccc1	2.1	0.0	2	5	13	21	0.5	-3.4	-2
Cc1cccc(C(C)C)c1NC(=O)COC(=O)c1cccc(S(=O)(=O)N2CCc3ccccc3C2)c1	0.5	0.1	-15	-3	3	21	.	-4.6	-2
COc1ccccc1CNC(=O)C(C)n1cccc1C(=O)c1ccccc1 (stereo not given)	-0.1	0.9	5	-4	8	19	0.9	-1.2	-5
Cc1cc(C)c(C(=O)OCC(=O)NCc2cccs2)c(C)c1	-1.3	1.0	-5	2	4	4	0.4	-1.2	1
O=C(Nc1ccc([N+](=O)[O-])cc1)N1CCCCCC1	1.5	0.0	18	1	3	9	1.7	-5.3	-4
CC(Oc1ccc(Cl)cc1C(N)=O)C(=O)N1CCc2ccccc21 (stereo not given)	-1.0	0.4	-18	3	-3	8	0.1	-9.1	5
CC(=O)c1cccc(Nc2cc(C)nc3ccc(C)cc23)c1	0.3	0.1	3	-10	-4	-4	1.8	-1.5	7
Cc1ccc(S(=O)(=O)Nc2ccc(C(=O)NC3CC3)cc2)cc1	-3.2	1.0	8	-2	3	4	2.5	-1.4	7
CCCCOc1ccc(CONS(=O)(=O)c2ccc(NC(C)=O)cc2)cc1Cl	-0.3	4.7	-5	0	-1	0	0.1	-3.0	6
COc1cc(OC)cc(C(=O)NCC(=O)NCCN2C(=O)S/C(=C\c3ccc4c(c3)OCO4)C2=O)c1	-0.4	1.1	27	-5	-6	9	0.1	-2.0	6
COCC1CCN(C(=O)c2cc(COc3ccc(F)cc3Cl)on2)C1 (stereo not given)	0.1	.	15	-2	1	21	1.4	-3.5	-2
Clc1ccc(-c2ccc(C=Nc3ccc(N4CCOCC4)cc3)o2)c(Cl)c1	-0.3	-0.5	5	0	-4	-14	-4.0	1.7	1
CC(=O)c1c(C(C)=O)c(C)n(C(c2ccccc2)c2ccccc2)c1C	-1.3	1.6	1	-6	-4	36	2.5	-4.4	1
CCOC(=O)[C@]12CCC=C1N(Cc1ccco1)C(=O)[C@H](CC(=O)N1CCN(C(=O)C3CC3)CC1)C2	-0.3	.	1	-5	-5	.	0.5	.	10
Cc1cc(C)cc(Oc2coc3c(CN(C)C)c(O)ccc3c2=O)c1	-1.5	-1.4	-186	6	-26	-1	0.4	-1.6	4
COc1ccc(NCc2ccc3c(c2)OCO3)cc1Cl	0.5	-0.8	4	-1	-4	-2	0.2	0.7	1
CCOC(=O)C1(Cc2cccc(F)c2)CCN(C(=O)c2ccoc2C)CC1	-0.5	-1.3	-4	3	-4	18	3.3	-0.4	-3
CCOC(=O)/C(C(=Nc1ccccc1)Nc1ccccc1)=C(\C)O	.	0.1	-2	.	.	8	-0.4	1.8	-6
CCc1nc2c(OCc3ccccc3OC)cccn2c1N(C)C(=O)C(C)C	-0.5	.	3	-12	-1	22	1.1	-0.7	10
N#Cc1c(NC(=O)COC(=O)c2nccnc2N)sc2c1CCCC2	4.5	0.1	-2	1	0	-7	1.8	-0.2	3
Cc1ccc2c(c1)CCCN2C(=O)c1ccoc1C	1.4	0.2	-3	-2	1	3	.	-0.6	4
COc1ccc(NC(=O)CS(=O)c2ccccc2Cl)cc1 (stereo not given)	3.3	-1.1	-9	0	15	2	1.8	-1.6	1
CN(C(=O)CSc1nc2sc3c(c2c(=O)n1C)CCC3)C1CCS(=O)(=O)C1 (stereo not given)	-0.2	0.1	-3	6	3	0	-0.1	-1.0	-5
COc1ccc(N(C(=O)c2snc(C(N)=O)c2N)C(C(=O)NC2CCCC2)c2ccco2)cc1 (stereo not given)	-1.8	0.9	19	-3	-14	17	-5.5	-3.2	3
O=C(COC(=O)c1cnccn1)NC1CCCc2ccccc21 (stereo not given)	-1.0	-1.8	0	-2	0	-4	0.2	-2.2	1
Cc1cc(NC(=O)CSc2nc3c(c(=O)n2-c2ccc(Cl)cc2)SCC3)no1	0.3	1.5	6	1	-3	-2	.	-4.3	4
COc1ccc(C(=O)NC(=S)Nc2ccc(N3CCN(C(C)=O)CC3)cc2)cc1[N+](=O)[O-]	?	-0.1	4	-4	?	10	-0.1	-2.2	-6
Cc1nn(CC(=O)Nc2ccc(C#N)cc2)c(C)c1[N+](=O)[O-]	0.0	0.2	0	9	-4	5	1.2	-1.2	8
CC(C)Sc1nc2c(cnn2-c2ccc(F)cc2)c(=O)[nH]1	-0.1	0.1	12	5	-6	1	0.7	-1.7	3
CC(C)CCNC(=O)CN1C(=O)CN=C(c2ccccc2)c2ccccc21	-0.7	0.2	8	-6	-1	4	-0.5	-0.8	6
Cc1ccc(N2CC(C(=O)Oc3cccc(N4C(=O)CCC4=O)c3)CC2=O)cc1 (stereo not given)	-1.5	-0.1	6	-3	-4	4	.	-2.6	1
N#CCSC1=Nc2ccccc2C2=NC(CCC(=O)N3CCN(c4ccccc4)CC3)C(=O)N12 (stereo not given)	0.9	0.4	-6	-2	6	-4	.	-3.4	-4
Cc1ccc(C(=O)NCCNS(=O)(=O)c2ccccc2)cc1	0.3	-0.3	-13	0	2	5	.	-2.1	2
COc1cc2c(cc1OC)CN(C(=O)c1ccco1)CC2	-0.3	-0.8	5	-1	-5	2	0.8	-0.1	-2
CCN(CC)C(=O)COc1ccc(-c2nnc(Nc3ccc(OC)c(C(=O)NC)c3)c3ccccc23)cc1	-5.8	0.3	-6	14	?	10	-0.8	0.6	-22
O=C(N/N=C/c1cc2c3c(c1O)CCCN3CCC2)c1ccccc1O	1.7	176*	15	-4	-29	-27	0.0	0.8	-6
COc1ccc(-c2ccc3ccccc3n2)cc1	-1.1	-0.2	-61	-5	0	22	1.4	-0.5	10
COc1ccc(-c2cc(C(=O)Nc3cc(C)ccc3O)no2)cc1	-4.9	3.0	0	-17	-9	-1	3.8	-10	1
C(=N\Nc1ccccn1)/c1ccc(N2CCOCC2)cc1	1.2	0.3	-5	-1	-2	6	-0.2	-3.0	-8
COc1ccc2nc(N3CCCCC3)c(C#N)cc2c1	15	-2.0	1	1	4	-2	.	-3.0	-5
COc1ccc(Nc2c(-c3ccco3)nc3cccc(C)n23)cc1	0.9	0.6	4	-4	2	-1	-4.2	-1.7	6
Cc1cc(S(=O)(=O)Cc2noc(-c3c(C)noc3C)n2)c(C)cc1Cl	2.4	2.0	4	0	?	1	1.4	-0.3	-7
CCCOc1ccccc1OCC(=O)Nc1ccc(S(=O)(=O)N2CCCC2)cc1	-3.4	0.0	-2	0	15	25	0.7	-4.8	3
CC(=O)Nc1ccc2nc(CN3CCC(CO)(CCc4ccccc4)CC3)ccc2c1	-0.7	-1.4	-11	-6	-2	7	0.5	-5.3	-6
CCOc1ccc(NC(=O)C2CCC(N3C(=O)C4CC=CCC4C3=O)CC2)cc1 (stereo not given)	-0.6	-0.6	3	-3	0	-8	-0.8	0.3	5
Cc1ccc(NS(=O)(=O)c2cc(C(=O)N3CCCC3)ccc2C)cc1C	0.3	1.6	-8	-5	1	-1	0.7	-3.6	19
CCCCCCNS(=O)(=O)c1ccc(NC(=O)C2CCCO2)cc1 (stereo not given)	0.0	-0.1	-2	0	-2	7	0.0	-0.9	16
COCCCNC(=O)c1c(N)n(-c2cccc(S(N)(=O)=O)c2)c2nc3ccccc3nc12	1.1	1.6	-179	4	2	16	.	-3.1	-15
O=C(c1nn2c(C(F)(F)F)cc(-c3ccc(F)cc3)nc2c1Cl)N1CCOCC1	-0.3	1.8	8	0	5	2	.	-2.6	-11
Cc1ccc(C)c(N(CC(=O)NCc2ccc3c(c2)OCO3)C(=O)CCC(=O)Nc2ccccn2)c1	-0.4	-1.2	5	2	-11	0	.	0.6	-5
Cc1cc(C)cc(C(=O)NCC(=O)OCC(=O)N2CCCCC2)c1	0.5	-2.1	-7	0	4	-15	-3.5	-2.7	-1
CC(C)NC(=O)C1(C)CCCCCN1C(=O)c1ccc(-c2ccccc2)cc1 (stereo not given)	-0.6	.	5	-1	-6	16	-0.5	-1.4	-4
O=C(Nc1ccc(S(=O)(=O)N2CCCC2)cc1)C1CCCCC1	2.1	-0.4	1	0	-17	-4	1.7	-4.3	3
CC(=O)Nc1ccc(CN(C)c2c(C)nc3ccc(C(=O)NC4CCN(Cc5ccccc5)CC4)cn23)cc1	-0.2	.	4	-5	0	8	-2.0	-4.5	-6
COc1ccc(-c2csc(N)n2)cc1F	-0.7	0.2	1	-3	-1	-3	1.7	-0.1	5
COc1ccc(/C(C)=N\NC(=O)C(c2ccncc2)N2CCOCC2)cc1 (stereo not given)	-0.6	-0.9	-14	2	?	2	1.7	-0.2	5
O=C(C[C@H]1C/C=C\CC[C@@H](Cc2ccc(F)cc2)C(=O)OCCNC1=O)NCCO	-0.2	1.8	-3	-6	-8	-4	1.3	-1.1	9
Cc1cc([N+](=O)[O-])nn1Cc1ccc(F)cc1	-0.3	0.5	-8	-6	4	7	1.6	-2.5	8
O=C(CN1C(=O)NC(Cc2c[nH]c3ccccc23)C1=O)Nc1cccc(S(=O)(=O)N2CCOCC2)c1 (stereo not given)	-0.8	0.3	0	-4	-6	-8	1.6	2.0	0
c1ccc2c(c1)ccc1nnc(SCc3ccc4c(c3)OCO4)n12	-0.3	-1.7	7	-2	6	-9	1.6	-1.3	-16
O=C(/C=C(\O)c1ccccc1)C(=O)NNC(=O)c1ccccc1[N+](=O)[O-]	-1.0	-2.1	1	0	-3	4	-0.1	-3.3	-3

This is a random part of the collection; overall some 2.3% were active at least once.
